H9c2 TAG inh = inhibitors of triacylglycerol accumulation, primary screen, cell-based, uHTS, fluorescence, H9c2 | inhibition, % at 12.5 µM | AID 651582, 2012 | hit rate 0.66% among 230,000 | H9c2 cells, Nile Red lipid (TAG) fluorescence; cells loaded with 200 µM oleic acid;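 active = pattern-corrected inhibition of lipid staining of at least 50% with the nuclear-stain viability signal not falling by more than 50%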;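 also: 0% = DMSO wells and 100% = triacsin C control wells; some results filed as inactive read as strong as hits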
H9c2 TAG inh DAPI viability = second read-out of H9c2 TAG inh, no call of its own (marks repeat the call); DAPI nuclei signal change (viability), lower = more cytotoxic, %;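 whole-well DAPI fluorescence read on a plate reader as a viability signal; minus 50 percent equals half of cells still viable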
* = called active by the depositor; & = joins results of further samples.

SMILES | H9c2 TAG inh | H9c2 TAG inh DAPI viability
C1CC2CN(c3nc4nonc4nc3N3CCSCC3)CCN2C1 (configuration not stated) | 0.1 | 10.8
CC[C@@H](C)C(NC(=O)OC(C)(C)C)c1cn([C@@H](CCC(=O)OC(C)(C)C)C(=O)N2CCN(C(=O)OC(C)(C)C)CC2)nn1 (some centres not stated) | 23.2 | -1.8
Cc1ccc(C(=O)N2CCCC(N(C)Cc3ccccc3)C2)s1 (configuration not stated) | 14.1 | -5.2
CCOC(=O)n1c(=O)oc2ccc(Cl)cc21 | 11.0 | -36.2
Cc1cccc(NS(=O)(=O)c2cccc(C(=O)Nc3cccc(C(=O)O)c3)c2)c1 | 2.2 | -4.7
Cc1nc2c(cnn2-c2ccccc2Cl)c(=O)n1-c1ccc(N2CCC(C)CC2)cc1 | -9.6 | 7.0
O=C1C(=Cc2ccccn2)CCc2ccccc21 | 20.4 | -18.4
Nc1nonc1-n1nnc(C(=O)N/N=C/c2cccc(Cl)c2)c1CSc1ccccc1 | 7.0 | 1.9
CC(C)N(C(=O)Cn1cc(S(=O)(=O)CC(=O)N2CCOCC2)c2ccccc21)C(C)C | 1.0 | 2.3
COc1ccc(COC(=O)c2c(C)nn(-c3ccccc3)c2Cl)cc1 | -3.6 | 7.3
CCCCn1c(N)c(NCC)c(=O)[nH]c1=O | -7.1 | 4.9
CSC(=NCCCN1CCOCC1)NS(=O)(=O)c1cccs1 | -0.5&-16.3 | 5.7&1.5
CCCn1c(SCC(=O)NC2CCCC2)nc2c1c(=O)n(C)c(=O)n2C | -13.1 | 0.2
COc1cccc(Nc2nc3ccccc3nc2NS(=O)(=O)c2ccc(NC(C)=O)cc2)c1 | 1.9 | 4.9
COc1ccc(CCNC(=O)CN(c2ccccc2)S(C)(=O)=O)cc1OC | 26.3 | -23.7
NC(=O)C1=C[C@@H](C2CCCCC2)C[C@@H](OCc2ccc(CO)cc2)O1 | -31.5 | 7.8
CC(=O)C[C@H](O)CC(=O)[C@@H]1OC(=O)CCCCCc2ccccc21 | 0.9 | 5.8
CC(C)NC(=O)C(=O)NC1CCCCCC1 | -4.6 | 3.9
COc1cc(/C=C2\SC(=Nc3ccc(Cl)c(C(=O)O)c3)NC2=O)c(Br)c(Br)c1O | -0.8 | -0.6
O=S(=O)(N/N=C\c1ccc2c(c1)OCO2)c1ccc(F)cc1 | 4.7 | 6.0
O=C(N1CCC(O)(c2cccnc2)CC1)C12CC3CC(CC(C3)C1)C2 | 10.3 | -5.0
COc1ccc(NCC(=O)NN=C2CCS(=O)(=O)c3ccc(F)cc32)cc1 | 0.2 | 3.2
O=C(OCC(=O)N1CCN(c2ccccc2)CC1)c1ccc(O)cc1O | 23.4 | -7.3
COc1ccc(S(=O)(=O)N2CCC(C(=O)NCCc3ccc4c(c3)OCO4)CC2)cc1 | 0.4 | -2.4
Cc1csc2nc(O)c(C(=O)NCCCN3CCCC3=O)c(=O)n12 | 2.5 | -1.4
Cn1cc(S(=O)(=O)NCc2ccco2)c(=O)n(C)c1=O | 13.6 | -20.1
CCOC(=O)C1(CC)NC(c2ccc(N(C)C)cc2)C2C(=O)N(C)C(=O)C21 (configuration not stated) | 20.0 | -5.1
CCCC(=O)N1CC2(CCC)CN(C(=O)CCC)CC(CCC)(C1)C2=O | 7.9 | -4.4
COc1ccc(CN2CCN(C(=O)c3c(-c4ccccc4)noc3C)CC2)cc1F | 2.4 | 1.7
O=C(COC(=O)COc1ccc(Br)cc1)NC1CCCCCC1 | -13.3 | 5.8
O=C(N/N=C\c1ccc([N+](=O)[O-])o1)c1cncc(Br)c1 | 11.0 | -4.7
O=C(NCCc1ccc(Cl)cc1)c1cc(S(=O)(=O)N2CCCC2)ccc1F | 0.3 | 1.1
O=C(O)c1cc2c(ccc3ccccc32)oc1=O | 14.2 | 3.9
CCCCNC(=O)CC(=O)Nc1ccccc1C(=O)O | -7.9 | -5.3
O=C(Cn1nc(C(=O)O)c2ccccc2c1=O)Nc1cccc(S(=O)(=O)N2CCCC2)c1 | -5.6 | 6.1
CCN(CC)CCC#CC1(O)c2ccccc2-c2ccccc21 | -1.5 | 7.9
NS(=O)(=O)OCC(Cc1ccccc1)N1C(=O)c2ccccc2C1=O (configuration not stated) | 7.6 | 1.4
CCc1ccc(NC(=O)CSc2nnc(CNC(=O)c3c(F)cccc3Cl)o2)cc1 | -14.1 | -2.6
O=C(COc1cccnc1[N+](=O)[O-])c1c[nH]c2ccccc12 | 8.7 | -5.1
NS(=O)(=O)c1ccc(NC(=O)c2c(Cl)cccc2Cl)cc1 | -2.9 | 3.4

Brought forward from above: six entries; new compounds follow.
SMILES | H9c2 TAG inh | H9c2 TAG inh DAPI viability
O=C(Cn1nc(C(=O)O)c2ccccc2c1=O)Nc1cccc(S(=O)(=O)N2CCCC2)c1 | -5.6 | 6.1
CCN(CC)CCC#CC1(O)c2ccccc2-c2ccccc21 | -1.5 | 7.9
NS(=O)(=O)OCC(Cc1ccccc1)N1C(=O)c2ccccc2C1=O (configuration not stated) | 7.6 | 1.4
CCc1ccc(NC(=O)CSc2nnc(CNC(=O)c3c(F)cccc3Cl)o2)cc1 | -14.1 | -2.6
O=C(COc1cccnc1[N+](=O)[O-])c1c[nH]c2ccccc12 | 8.7 | -5.1
NS(=O)(=O)c1ccc(NC(=O)c2c(Cl)cccc2Cl)cc1 | -2.9 | 3.4
O=C(NCCSc1ccccc1)c1ccc(CN2CCOCC2)cc1 | -9.3 | 6.1
COc1ccc(OCC(=O)Nc2nc3ccccc3[nH]2)cc1 | -18.1 | 7.1
O=C(COc1ccccc1)N(Cc1cccs1)C1CCS(=O)(=O)C1 (configuration not stated) | -10.0 | -2.5
CC(C(=O)NCc1cccnc1)c1ccc([N+](=O)[O-])cc1 (configuration not stated) | -0.2 | 0.6
COc1ccc(N(CC(=O)NCCC2=CCCCC2)S(=O)(=O)c2c(C)[nH]c(=O)[nH]c2=O)cc1 | 4.9 | 8.4
O=C(N/C(=C/c1cccnc1)C(=O)N1CCOCC1)c1ccccc1 | 4.6 | -9.8
CCN(CC)S(=O)(=O)c1ccc(/C=C/C(=O)OCC#N)cc1 | 11.5 | -13.2
O=C(Nc1ncc(Cl)cc1Cl)c1c(F)cccc1Cl | -5.5 | 0.1
COC(=O)C1=C(C)NC2=C(C(=O)CCC2)C1c1cn(Cc2ccc(Br)cc2)nc1-c1ccccc1 (configuration not stated) | 23.8 | -6.4
CC(Oc1ccc(Br)cc1)C(=O)N(Cc1ccccc1)c1c(N)n(Cc2ccccc2)c(=O)[nH]c1=O (configuration not stated) | -6.3 | -7.0
O=C(CSc1n[nH]c(=O)n1C1CC1)NCc1ccccc1 | 5.8 | -4.6
Cc1ccc(-c2nc(CS(=O)CC(=O)NC3CCC(C)CC3)c(C)o2)cc1 (configuration not stated) | -13.5 | -2.2
O=C(Nc1nnc(Cc2ccccc2F)s1)Nc1ccccc1F | -2.5 | 0.7
Cc1ccc2nc(C)c3c(c2c1)N(c1ccccc1)CC3 | -1.3 | 35.4
O=C(Nc1cccc2c1CCCC2)c1ccccc1Cl | 2.2 | 1.8
Oc1c(Cl)cc(Cl)cc1C(C#Cc1ccccc1)N1CCOCC1 (configuration not stated) | 2.9 | -1.2
COC(CNC(=O)C(C)n1nc(C)c2ccccc21)OC (configuration not stated) | -4.4 | 6.7
COc1ccc(CCN2C(=O)CCC2(C)C(=O)NC2CCCC2)cc1OC (configuration not stated) | -5.2 | -3.6
CC(=O)OCC1OC(n2ccc(=O)[nH]c2=O)C(O)C1O (configuration not stated) | -5.8 | 0.2
O=C(CSc1nc2ccccc2nc1N1CCCC1)Nc1ccc(Cl)cc1 | 26.0 | 9.7

Laid out differently: entries from further up
Compound: CC(C(=O)NCc1cccnc1)c1ccc([N+](=O)[O-])cc1 (configuration not stated)
  H9c2 TAG inh: -0.2
  H9c2 TAG inh DAPI viability: 0.6
Compound: Cc1ccc2nc(C)c3c(c2c1)N(c1ccccc1)CC3
  H9c2 TAG inh: -1.3
  H9c2 TAG inh DAPI viability: 35.4
Compound: O=C(Nc1nnc(Cc2ccccc2F)s1)Nc1ccccc1F
  H9c2 TAG inh: -2.5
  H9c2 TAG inh DAPI viability: 0.7
Compound: COc1ccc(CCN2C(=O)CCC2(C)C(=O)NC2CCCC2)cc1OC (configuration not stated)
  H9c2 TAG inh: -5.2
  H9c2 TAG inh DAPI viability: -3.6

Additional structures:
SMILES | H9c2 TAG inh | H9c2 TAG inh DAPI viability
Cn1c(N)c(C(=O)c2cc(-c3ccncc3)nc3ccccc23)c(=O)n(C)c1=O | 7.9 | 7.6
COc1ccc(C2=Nn3c(nnc3-c3ccncc3)SC2)cc1 | 16.5 | -7.9
CS(=O)(=O)c1ccc([C@@H](O)[C@@H](CF)NC(=O)C(Cl)Cl)cc1 | 6.4 | -2.0
COc1ccc(CCNC(=O)C2CCCN2C(=O)NC2CCCCC2)cc1OC (configuration not stated) | -3.9 | 13.9
COCCCNS(=O)(=O)c1ccc2c(c1)CCN2C(C)=O | -13.8 | 3.5
Brc1ccc(N=NNc2ccccc2)cc1 | 8.3 | -5.5
CC12CCC(C(=O)NCc3ccccc3)(OC1=O)C2(C)C (configuration not stated) | 6.1 | 0.5
C#CCOCCOCCOCCNc1nc(N2CCOCC2)nc(N2CCN(C(=O)[C@H](CCCCN)n3cc([C@@H](N)CC(C)C)nn3)CC2)n1 | -31.7 | 22.5
O=C(O)CCN=C1CCCc2ccccc2N1 | 25.1 | -13.2
O=C(NC1CCCC1)c1cccc(S(=O)(=O)N2CCOCC2)c1 | -5.1 | 2.1
O=C(/C=C/Nc1ccc(F)cc1)c1cccs1 | -11.9 | -1.2
CCC(c1nnc(SCC(=O)Nc2cccc(S(N)(=O)=O)c2)n1Cc1ccccc1)N(C)C (configuration not stated) | 19.6 | -7.5
Cc1oc(-c2cc(F)ccc2F)nc1CN(C)Cc1ccc2nccnc2c1 | 0.2 | -3.3
C=CCn1nc(-c2ccccc2)c(N2CCCCC2)cc1=O | -6.1 | -5.1
O=C(NCCN1C(=O)S/C(=C/c2cccnc2)C1=O)C1CC(=O)N(Cc2ccccc2)C1 (configuration not stated) | 1.3 | 8.2
Cc1ccc2cc(NC(=O)C3(C)CCN(C)C3)ccc2n1 (configuration not stated) | -9.5 | -3.5
COc1ccc(C(=O)COC(=O)/C=C/c2ccco2)cc1F | 3.1 | 0.2
CCOc1ccc2oc(C(=O)OCC(=O)N3CCCC(C)C3)c(C)c2c1 (configuration not stated) | 5.1 | 5.8
Cc1cc2cc3c(cc2nc1SCC(=O)OC(C)C)OCCO3 | 22.6 | -19.2
COc1ccc2c(C)cc3n[nH]c(=S)n3c2c1 | 8.3 | -5.8
O=C(Nc1ccccc1C(=O)Nc1ccc2c(c1)OCO2)c1cccs1 | 23.1 | -5.4
Cc1cc(C)cc(NC(=O)OCCN2CCN(Cc3ccccc3)CCC2=O)c1 | -35.7 | 10.4
Cc1ccc(CSCC(=O)NCCc2ccccc2)cc1 | -7.6 | 1.6
COc1ccc(/C=C(\C#N)C(=O)OCC(=O)NCc2ccccc2OC)cc1 | -0.1 | 19.3
CC1=C(C(=O)N2CCCCC2)C(c2cccs2)C2=C(CCCC2=O)N1 (configuration not stated) | -9.6 | 7.4
CCCNC(=O)c1ccc(N2CCC3(CC2)CC(c2ccccc2)=NO3)c(NC(=O)Cc2ccc(F)cc2)c1 | 27.8 | 4.3
S=C(NCc1ccncc1)Nc1ccccc1 | -1.0 | 1.0
CC(=O)Nc1ccc(NC(=O)C(NS(=O)(=O)c2ccc3c(c2)OCCO3)C(C)C)cc1 (configuration not stated) | 6.9 | -16.3
CCOC(=O)C1CCN(C(c2ccc(OC)c(OC)c2)c2sc3nc(C)nn3c2O)CC1 (configuration not stated) | 9.4 | -3.7
CON/C=N/C(=S)Nc1ncc(C(F)(F)F)cc1Cl | -2.8 | 12.7
CCCCc1ccc(-c2c(C#N)c(N)nc3c2CCCC3)s1 | -18.6 | -10.0
CCc1ccc(-c2cc(N)n(-c3ccccc3)n2)cc1 | 18.0 | 4.0
O=C(c1cc2cccc([N+](=O)[O-])c2oc1=O)N1CCOCC1 | 13.3 | -9.9
CCOC(=O)c1ccc(NC(=O)C2=C(C)Nc3nc(CCCO)nn3C2c2cccc(C)c2)cc1 (configuration not stated) | 2.0 | 7.3
O=C(COc1ccccc1F)NCC(c1ccco1)N1CCCC1 (configuration not stated) | 9.6 | -10.7
CCOC(=O)c1sc2nc(COC(=O)c3c(F)cccc3F)[nH]c(=O)c2c1C | 5.9 | 5.9
CC(C)=CCC/C(C)=C/CNC(=O)C[C@H]1C[C@H](C(=O)N2CCCCC2)[C@@]2(C)c3[nH]c4cc(-c5ccco5)ccc4c3CCN2C1=O | 6.4 | 14.8
CC1CC(C)(C)CC2(C1)NC(=O)N(CC(=O)Nc1ccc3[nH]c(=O)[nH]c3c1)C2=O (configuration not stated) | -2.9 | 3.5
COc1cccc(NC(=O)CSC2=C(C#N)C(c3ccco3)C3=C(CCCC3=O)N2)c1 (configuration not stated) | 8.1 | -1.3
O=C(CSc1nnc(Cc2cccs2)n1C1CCCCC1)N1CCN(C(=O)c2ccco2)CC1 | -1.8 | 0.5
C=CCOC(=O)C1=C(C)NC(=O)NC1c1ccc(OC(=O)c2ccco2)c(OC)c1 (configuration not stated) | -3.7 | 11.4
CCOc1ccc(-n2cc(-c3ccccc3)c3c(=O)[nH]cnc32)cc1 | -2.5 | -9.1
CCOC(=O)c1c(N)sc2c1CCS(=O)(=O)C2 | 5.0 | 11.9
CCN(CC(=O)Nc1ccccc1OC)C(=O)c1ccc(N(C)S(=O)(=O)c2ccc(C)cc2)cc1 | -23.6 | 9.1

This is a subset. The share of hits here may be higher or lower than overall.
